Source: PubChem (several laboratories)
SSB-PriA inh: blocks PriA binding to SSB C-terminal tail. AlphaScreen SSBct-PriA binding, biotinylated peptide. inhibition, % at 33 µM. 430,000 tested, 0.6% active; in the data active = inhibition mostly above about 37%, no sharp cut-off; inactive = mostly below about 20%;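 note: plate controls were negative control peptide for no effect and reference peptide for full effect; strong numbers were not always called active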
BoNT A protease: inhibitors of Botulinum neurotoxin A light chain protease; multiplex microsphere protease substrate cleavage, flow cytometry; inhibition, % at 10 µM; 360,000 tested, 0.17% active; AID 588499; note: plate controls were buffer without enzyme for full effect and enzyme alone for no effect
MazEF act: activators of E. coli MazEF toxin-antitoxin RNase; 350,000 tested, 0.32% active; P0AE70; FAM/BHQ RNA-DNA oligo cleavage fluorescence, 5 h; activation, % at 20 µM; in the data active = activation above about 50%
Target sequence (P0AE70 whole entry, looked up): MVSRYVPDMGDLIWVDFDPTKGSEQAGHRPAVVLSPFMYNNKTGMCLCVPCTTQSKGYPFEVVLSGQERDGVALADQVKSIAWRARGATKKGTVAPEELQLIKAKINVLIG
BoNT F protease: BoNT F light chain protease inhibition. Multiplex microsphere protease cleavage assay, flow cytometry. inhibition, % at 10 µM. AID 588497. 360,000 tested, 0.22% active; in the data active = inhibition above about 35%, passing the limit was not always enough; inconclusive = no clear call, values can overlap the other calls; note: plate controls were buffer without enzyme for full effect and enzyme alone for no effect
SARS 3CLpro inh: SARS-CoV 3CLpro protease inhibition | P0C6X7 | recombinant SARS-CoV 3CLpro, quenched FRET peptide cleavage | inhibition, % at 6 µM | 290,000 tested, 0.14% active; in the data active = inhibition above about 12%
Anthrax LF inh2: inhibitors of Bacillus anthracis lethal factor protease. P15917. multiplex microsphere protease cleavage assay, LF. inhibition, % at 10 µM. 360,000 tested, 0.12% active. AID 588501; note: plate controls were buffer without enzyme for full effect and enzyme alone for no effect
PrPC surface inh: reduces human prion protein on the cell surface; P04156; cell surface PrPC, TR-FRET read-out; inhibition, % at 13.8 µM; 370,000 tested, 0.43% active; AID 720596; in the data active = inhibition above about 24%; note: 0% = median of the test wells and 100% = reference compound wells
CCHFV vOTU inh: CCHFV vOTU protease inhibition | Pep-AMC fluorescence | inhibition, % at 11.5 µM | 370,000 tested, 0.55% active | AID 651958; in the data active = inhibition above about 30%; note: 0% = vehicle wells with enzyme and 100% = no enzyme wells
DUSP3 inh: DUSP3 (human) phosphatase inhibition; recombinant VHR phosphatase, pNPP absorbance; inhibition, % at 13.3 µM; 290,000 tested, 0.52% active; in the data active = inhibition above about 50%; note: some compounds called inactive have numbers as strong as hits
Target sequence (P51452 whole entry, looked up): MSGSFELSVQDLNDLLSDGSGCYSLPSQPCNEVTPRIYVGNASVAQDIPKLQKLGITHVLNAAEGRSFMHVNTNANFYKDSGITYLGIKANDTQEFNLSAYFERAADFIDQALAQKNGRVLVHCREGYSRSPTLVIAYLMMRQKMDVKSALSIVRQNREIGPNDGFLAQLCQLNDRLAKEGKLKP
Rv3671c inh: Rv3671c (M. tuberculosis) protease inhibition; P9WHR9; inhibition, % at 5.96 µM; 320,000 tested, 0.048% active; AID 2606; in the data active = inhibition above about 38%;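 note: extracellular domain of Rv3671c used as enzyme; 0% = enzyme with DMSO and 100% = no enzyme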
Target sequence (P9WHR9 whole entry, looked up, the tested form may be a part): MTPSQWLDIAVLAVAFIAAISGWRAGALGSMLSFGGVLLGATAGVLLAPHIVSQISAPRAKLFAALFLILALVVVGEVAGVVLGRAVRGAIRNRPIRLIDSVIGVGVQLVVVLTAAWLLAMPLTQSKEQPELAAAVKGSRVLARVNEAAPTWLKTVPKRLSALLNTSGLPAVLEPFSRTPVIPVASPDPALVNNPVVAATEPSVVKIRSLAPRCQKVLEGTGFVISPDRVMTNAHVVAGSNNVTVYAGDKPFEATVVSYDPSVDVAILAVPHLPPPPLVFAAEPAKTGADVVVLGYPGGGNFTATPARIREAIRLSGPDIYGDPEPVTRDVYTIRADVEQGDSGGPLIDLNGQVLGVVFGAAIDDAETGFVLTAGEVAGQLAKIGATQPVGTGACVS
Numbers without * were called inactive; ? = inconclusive; . = no result given; & = joins results of further samples. Cut-off read from the data, not from the text of the source, unless noted: active = inhibition above about 30%; inconclusive = no clear call, values can overlap the other calls; inactive = below that.

SMILES | SSB-PriA inh | BoNT A protease | MazEF act | BoNT F protease | SARS 3CLpro inh | Anthrax LF inh2 | PrPC surface inh | CCHFV vOTU inh | DUSP3 inh | Rv3671c inh
O=C(C1CCCO1)N1CCN(C(=S)Nc2ccc(Br)cc2)CC1 (centres undefined) | -9 | 1.0 | 6 | -1 | 2 | -2 | 4 | 18 | -2 | 12
S=C1NCN(Cc2ccco2)CN1c1cccc2ccccc12 | 3 | -3.4 | 3 | 22 | 5 | 6 | -5 | -16 | -1 | 7
CC(=O)NC(Cc1ccc(F)cc1)C(=O)NC1CCN(C(=O)Nc2ccccc2C)CC1 (centres undefined) | -3 | 1.2 | -2 | 7 | -8 | 0 | 2 | 2 | 6 | -14
Cc1ccc(S(=O)(=O)N(C(=O)c2ccncc2)c2ccc(OC(=O)c3ccncc3)c3ccccc23)c(C)c1 | 10 | 1.1 | -1 | -35 | 0 | -6 | . | . | -2 | -8
CCCc1cc(=O)[nH]c(SCc2cccnc2)n1 | 3&-4 | 0.3 | -25 | -3 | 6 | -1 | 1 | 2 | 0 | 9
COc1cccc(CN2C(=O)N(C(C)C)C(N(O)C(=O)NC(C)C)C2(C)C)c1OC (centres undefined) | -16 | 0.5 | -2 | 6 | -2 | 1 | -3 | 23 | 32 | 1
Cc1ccc(N(CC(=O)NCCSc2ccccn2)S(=O)(=O)c2ccc(F)cc2)cc1 | 0 | -1.0 | -11 | -9 | -3 | -7 | -6 | 4 | 6 | -3
O=C(O)c1ccccc1NS(=O)(=O)c1cccc2nsnc12 | -15 | -0.3 | 8 | ? | -4 | 21 | -15 | 7 | -52 | -13
COCCNC(=O)C1CC2Cn3c(nc4cc(C)c(C)cc43)C2N1C (centres undefined) | 1 | -0.3 | -15 | -9 | . | 2 | 1 | -9 | 11 | 3
Cn1c(=O)cc(SCC(=O)N2CCCC2)c2ccccc21 | 4 | 0.4 | 10 | -4 | -3 | 2 | -11 | -4 | 14 | 0
CC(C)Oc1ccc(S(=O)(=O)N2CCOCC2)cc1NC(=O)CC1CC2CCC1C2 (centres undefined) | . | -0.3 | 6 | 0 | . | -2 | -2 | 2 | . | .
COc1cccc(-c2cc(NC=O)c3ncc(-c4ccc(OC)c(OC)c4)n3c2)c1 | . | -0.2 | . | -9 | . | -2 | -5 | 1 | . | .
CN(C(=O)C1CCC1C(=O)O)c1nc(-c2ccc(Cl)s2)cs1 (centres undefined) | -10 | 4.0 | -14 | ? | 7 | 3 | 0 | 11 | 27 | -3
CC12CN3CC(C)(CN(C1)C3c1cccs1)C2=O (centres undefined) | 5 | -0.8 | 10 | -2 | -2 | -2 | 6 | 0 | 1 | 4
Cc1cc(NCCCCO)n2c(nc3ccccc32)c1C#N | -14&-3 | 0.1 | -1 | 5 | -2 | -3 | -3 | -163 | 13 | -1
CCN(Cc1ccccc1)C(c1ccc(C)cc1)c1nnnn1C(C)(C)C (centres undefined) | -18 | -0.1 | 1 | -3 | -3 | -4 | 2 | 0 | 24 | 1
COc1cc(/C=N/NC(=O)c2ccc(N3CCCC3=O)cc2)ccc1O | . | 4.0 | 6 | 0 | -5 | 2 | -5 | 10 | 5 | 1
CCn1c(SCC(=O)Nc2oc(-c3ccccc3)c(-c3ccccc3)c2C#N)nnc1-c1ccncc1 | -6 | 0.1 | -1 | -18 | 2 | -3 | -1 | -4 | 13 | -6
CC(C)(CC(=O)O)CC(=O)Nc1ccc2c(c1)ncn2CCc1ccccc1 | -10 | -0.9 | -1 | -25 | 2 | 3 | 2 | -10 | 5 | -7
COc1ccccc1NC(=O)C(C)OC(=O)c1cc2ccccc2[nH]1 (centres undefined) | 6 | -1.4 | 4 | -9 | . | -12 | 12 | 10 | . | -24

The list goes on; the last three above are carried over.
SMILES | SSB-PriA inh | BoNT A protease | MazEF act | BoNT F protease | SARS 3CLpro inh | Anthrax LF inh2 | PrPC surface inh | CCHFV vOTU inh | DUSP3 inh | Rv3671c inh
CCn1c(SCC(=O)Nc2oc(-c3ccccc3)c(-c3ccccc3)c2C#N)nnc1-c1ccncc1 | -6 | 0.1 | -1 | -18 | 2 | -3 | -1 | -4 | 13 | -6
CC(C)(CC(=O)O)CC(=O)Nc1ccc2c(c1)ncn2CCc1ccccc1 | -10 | -0.9 | -1 | -25 | 2 | 3 | 2 | -10 | 5 | -7
COc1ccccc1NC(=O)C(C)OC(=O)c1cc2ccccc2[nH]1 (centres undefined) | 6 | -1.4 | 4 | -9 | . | -12 | 12 | 10 | . | -24
CCn1c(=O)c(C(=O)CN(C)CC(=O)Nc2ccccc2Br)c(N)n(Cc2ccccc2)c1=O | -9 | 1.4 | -6 | 7 | . | 0 | -4 | 8 | . | .
NC(=S)N/N=C/c1cccc(/C=N/NC(N)=S)c1 | . | -3.9 | 8 | -15 | -5 | 5 | -3 | 1 | 10 | -5
CCN1C(=O)[C@@H]2[C@@H](c3ccc(SC4CCCCC4)c(OC)c3)N3CCCC[C@@]3(C(=O)OC)[C@@H]2C1=O | -9 | 2.0 | -83 | 12 | . | 4 | -1 | 12 | . | -5
COC(=O)c1ccc2c(c1)c(C#Cc1ccccc1)c(-c1ccccc1)n2C | -15 | 0.4 | -11 | -3 | . | -6 | -3 | -20 | . | .
O=C(Cc1n[nH]c(=O)[nH]c1=O)N/N=C/c1ccccc1O | . | -0.2 | 3 | -4 | 1 | -2 | 4 | -4 | 30 | 6
O=C(O)c1cccc(N/C(=N\S(=O)(=O)c2ccccc2)c2ccccc2)c1 | . | -0.2 | -1 | 1 | 0 | 3 | 5 | 0 | 26 | 1
COc1cc(OC)nc(Oc2cc(C=O)ccc2OC)n1 | -11 | -2.7 | 6 | ? | 4 | 4 | -5 | 0 | 83 | 0
CC(=O)Nc1ccc(CN2CCN(C3CCCCC3)C(CCO)C2)cc1 (centres undefined) | 1 | 1.0 | -2 | 3 | 6 | -3 | -2 | 3 | 26 | 9
O=C(N/N=C/C(Br)=C/c1ccccc1)c1n[nH]c2c1CCC2 | . | ? | 1 | -4 | 4 | 0 | . | . | 10 | -9
COCCN(C(=O)COC(=O)/C=C/c1ccc(Cl)c(Cl)c1)c1c(N)n(Cc2ccccc2)c(=O)[nH]c1=O | -3 | -0.3 | -2 | -4 | . | -7 | 1 | -5 | . | .
O=C(CSc1nncn1-c1ccccc1)Nc1cc(Cl)cc(Cl)c1 | -4 | -0.1 | -5 | -5 | 4 | -4 | . | . | 2 | -5
O=C(Cc1c(Cl)cccc1Cl)NC1CC1 | -7 | -3.1 | 3 | -32 | -2 | -3 | 12 | 2 | . | 3
COc1ccccc1COCC(O)CNCCc1ccc(C(F)(F)F)cc1 (centres undefined) | -1 | -1.7 | -4 | -5 | 5 | 0 | -2 | 7 | 6 | 4
O=C(Nn1cnnc1)c1cc(-c2ccccn2)nc2ccccc12 | -11 | 0.5 | -4 | -4 | 1 | -1 | -3 | -9 | 7 | -1
CC(C)(CO)NC(=O)c1ccc2nc(Cc3cccc(Cl)c3)oc2c1 | -3 | -2.6 | 1 | ? | -3 | -5 | -1 | -4 | 11 | 3
Cn1c2c(c(=O)n(C)c1=O)C1(C(=O)Nc3ccccc31)C(C#N)=C(N)O2 (centres undefined) | -15 | 1.0 | -6 | 10 | 5 | 5 | -3 | -2 | 14 | -4
CCn1cc(/C=C(\NC(=O)c2ccccc2)C(=O)NCCN2CCOCC2)c2ccccc21 | . | 0.3 | 5 | -1 | . | 2 | 5 | 24 | . | .
CSc1ccc(Cl)c(C(=O)OCC(=O)NCC(C)C)c1 | -7 | 1.2 | 7 | 4 | 4 | -16 | -6 | 6 | -2 | -6
CN(Cc1ccco1)C(=O)CN1C(=O)NC2(CCCCC2)C1=O | -1 | -0.5 | 3 | -14 | . | -3 | 8 | 18 | . | -5
Oc1ccc(CCNCc2cc3c(cc2Br)OCO3)cc1 | . | -0.4 | -12 | -8 | . | -5 | 7 | 7 | . | .
Cc1cccc(N2CCN(C(=O)c3cccc(N4C(=O)C5C6C=CC(C6)C5C4=O)c3)CC2C)c1 (centres undefined) | 19 | 1.9 | 10 | 1 | -1 | 0 | -1 | 12 | -31 | 5
CCN(c1ccccc1)S(=O)(=O)c1ccc2[nH]cc(C(=O)N3CCOCC3)c(=O)c2c1 | -7 | -0.5 | -1 | -4 | -7 | 4 | -9 | 7 | -4 | 9
Nc1ccn([C@@H]2O[C@H](C(=O)Nc3ccc(C(=O)N4CCCCC4)cc3)[C@@H](O)[C@H]2O)c(=O)n1 | . | 0.6 | . | -3 | . | -6 | -2 | -10 | . | .
O=S(=O)(c1cccs1)N1CCN(c2cccc(Cl)c2)CC1 | -17 | -1.2 | 3 | 2 | 3 | -3 | -2 | 7 | 8 | -1
CC(C)(C)c1cc(C(=O)Nc2cccnc2)cc(C(=O)Nc2cccnc2)c1 | 9 | -0.1 | 3 | -2 | 10 | 4 | -2 | 19 | 6 | -13
CCOC(=O)N/N=C1\CC(C)S(=O)(=O)c2ccc(Cl)cc21 (centres undefined) | . | 4.3 | 2 | ? | 1 | 5 | -7 | -2 | -7 | 1
O=C(NCCCl)c1ccc(OCc2ccccc2)cc1Cl | -11 | -0.7 | 12 | -7 | -6 | 1 | -1 | 11 | 9 | 4
CCCCNC(=S)N/N=C/c1ccc(C#N)cc1 | . | -1.2 | 7 | -5 | -1 | 0 | -9 | 15 | 13 | 3
CCn1cc(CN2CCC(n3nccc3NC(=O)CCOc3ccccc3)CC2)cn1 | -19 | . | -4 | . | 0 | . | -8 | 16 | 10 | -11
CCOC(=O)C1C(=O)NC(N2CCN(Cc3ccccc3)CC2)=NC1c1ccco1 (centres undefined) | -7 | -0.1 | 5 | 4 | 3 | -13 | -2 | -7 | -14 | -3
CC(C)C[C@@H](CN1CCCC1CN1C(=S)NC[C@@H]1Cc1ccc(O)cc1)N1C[C@H](Cc2ccc(O)cc2)N(CC2CCCCCC2)C1=S (some centres undefined) | -3 | -1.2 | -13 | -5 | . | -6 | 1 | 21 | . | .
O=C(Nc1nc2ccc(S(=O)(=O)N3CCCC3)cc2s1)c1cccs1 | 1&3 | 0.6 | 1 | 15 | 1 | -2 | 4 | 5 | 12 | -16
O=C(NCCOc1ccccc1)C1CCC(=O)N(CCCN2CCOCC2)C1 (centres undefined) | -3 | 1.2 | -1 | -1 | 0 | -2 | 0 | -6 | 5 | 5
O=C(CCC(=O)OCCCC(F)(F)C(F)(F)F)NC1CCCCC1 | -21 | -0.4 | 4 | -9 | -1 | -3 | . | . | 2 | 2
O=C(CSc1nnc(C2CC2)n1-c1ccccc1)NCCN1C(=O)CSC1=O | -6 | -0.9 | 1 | -2 | 0 | -6 | 4 | -5 | 17 | 5
Cc1noc(C)c1C(=O)Nc1ccc(-n2ccc(C(F)(F)F)n2)cc1 | -9 | -1.2 | -2 | 6 | 1 | -7 | . | . | 7 | -3
Cc1ccc(S(=O)(=O)N2CCN(C(=O)c3ccccc3)CC2)c(C)c1NS(C)(=O)=O | -4 | 0.1 | -19 | -5 | 3 | 8 | 6 | 0 | 15 | -1
Cn1ncc([N+](=O)[O-])c1C(=O)N/N=C/c1c[nH]c2ccccc12 | . | -0.2 | 6 | -6 | -1 | -2 | -21 | 7 | 30 | -11
CCc1ccc(NC(=O)CCc2nc3ccccc3[nH]2)cc1 | -9 | -1.9 | 5 | -4 | 5 | -1 | 3 | 14 | -16 | 1
NC(=S)NN=C1CCCCCCCCC1 | 0 | 0.4 | -13 | 13 | . | -3 | 6 | -1 | . | .
CCOc1ccc(-n2c(=O)c3c4c(sc3n(CC(=O)NCCCOC)c2=O)CCCCC4)cc1 | -11 | -0.3 | 15 | 1 | 0 | -5 | 9 | 10 | -6 | 9
OC[C@@H]1CN(Cc2ccc(F)cc2)C[C@H](n2cnc3c(NC4CC4)ncnc32)O1 | . | -0.3 | . | 3 | . | 0 | -3 | 10 | . | .

Some of the compounds tested; count on the stated rates, not on these rows.
